Screens: PubChem, several laboratories
HSF1 inh = HSF1 inhibition; AID 2098; 0.77% of 300,000 active; NIH3T3-HGL HSE-luciferase, MG132-induced, luminescence 8 h; hits give low values; activity change, negative = inhibition, % at 7.5 µM (by protocol);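 active means more than half of replicate wells show activity change below -50%, luminescence cut by over half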;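 further: luciferase reports HSF-1 transcriptional activity via heat shock element; 0% = median of DMSO wells and -100% = zero luminescence signal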
GSK3beta inhib = human GSK3beta kinase inhibition | activity score (negative = inhibition), % at 10 µM | 0.038% of 300,000 active | AID 2097 | GST-GSK3beta kinase, ADP-Glo luminescence, 60 min; hits give low values;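 active means more than half of replicate wells score below -50%, meaning over 50% inhibition versus plate controls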;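 further: 0% = median DMSO wells and -100% = median GW8510 positive control wells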
Target sequence (P49841 whole entry, looked up): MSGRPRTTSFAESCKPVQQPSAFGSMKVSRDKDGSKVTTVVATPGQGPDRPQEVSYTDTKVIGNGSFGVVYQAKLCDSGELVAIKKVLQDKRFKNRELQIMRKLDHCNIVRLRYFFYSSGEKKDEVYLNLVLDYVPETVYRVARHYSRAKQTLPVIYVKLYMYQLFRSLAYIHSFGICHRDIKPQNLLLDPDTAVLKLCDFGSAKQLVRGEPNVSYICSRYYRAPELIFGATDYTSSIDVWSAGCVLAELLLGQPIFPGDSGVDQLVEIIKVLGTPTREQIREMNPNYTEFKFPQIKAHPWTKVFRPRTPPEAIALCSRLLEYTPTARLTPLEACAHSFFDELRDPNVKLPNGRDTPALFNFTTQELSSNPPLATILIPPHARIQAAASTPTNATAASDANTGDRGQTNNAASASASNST
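Test system: GST-tagged human GSK3beta kinase, cell-free; evaluation: activity score scaled between in-plate DMSO and GW8510 controls; measured by: ADP-Glo luminescence; incubation: 60 min reaction, RT; benchmarks: DMSO and 20 µM GW8510; reagent: peptide substrate plus 25 µM ATP (final); medium: Tris/MgCl2 kinase buffer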
Platelet DG rel = platelet dense granule release activity; AID 1663; human platelet-rich plasma, SFLLRN dense granule ATP release, luminescence; inhibition, %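 (compounds screened at 7.5 µM in platelet-rich plasma)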; 0.22% of 300,000 active;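 active means mean replicate score, as percent of positive control, at or above 50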
HSF-1 act = increases HSF-1 driven luciferase reporter signal; NIH3T3-HGL HSF-1 luciferase reporter, MG132, 8 h; 100% = twice DMSO control signal; 1.7% of 300,000 active; AID 504408; activation, % at 9 µM;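 active means mean replicate activation of at least 50% with a set share of replicates each reaching 50%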;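 further: 0% = median of the neutral control wells and 100% = twice that signal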
GSK3A inh = human GSK-3 alpha kinase inhibition | P49840 | ADP-Glo luminescence, 60 min | inhibition, % at 10 µM | 0.1% of 320,000 active;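 in the data active means inhibition above about 50%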;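 further: GST-tagged GSK-3 alpha with peptide substrate and 25 µM ATP; 0% = DMSO neutral wells and 100% = GW8510 positive control wells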
Target sequence (P49840 whole entry, looked up): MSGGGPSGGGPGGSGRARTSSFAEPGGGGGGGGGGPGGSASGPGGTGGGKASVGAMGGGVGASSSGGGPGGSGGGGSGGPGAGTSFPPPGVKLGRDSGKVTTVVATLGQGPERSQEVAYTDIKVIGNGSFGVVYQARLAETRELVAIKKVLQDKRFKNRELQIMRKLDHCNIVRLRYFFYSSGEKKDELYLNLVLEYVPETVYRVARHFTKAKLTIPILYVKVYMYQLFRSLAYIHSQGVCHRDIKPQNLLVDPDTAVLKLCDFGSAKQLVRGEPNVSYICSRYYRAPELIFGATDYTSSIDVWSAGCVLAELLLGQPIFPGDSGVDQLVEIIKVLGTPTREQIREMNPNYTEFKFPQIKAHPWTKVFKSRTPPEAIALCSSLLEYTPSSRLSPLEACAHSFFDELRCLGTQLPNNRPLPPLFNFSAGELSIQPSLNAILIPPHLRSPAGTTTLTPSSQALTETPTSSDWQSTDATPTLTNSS
KLF5 inhibitor = inhibitors of KLF5 expression; inhibition, % at 5 µM; 0.23% of 290,000 active; DLD-1 KLF5 promoter-luciferase reporter, luminescence;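 active means inhibition above a per-plate limit of that plate's mean compound inhibition plus 3 SD, cut at about 60% in these data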;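 further: 0% = DMSO wells and 100% = LY294002 at 200 µM; higher means less KLF5 promoter-driven luciferase light; inactives centre near -14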
HSP90 refold inh = blocks HSP90-mediated luciferase refolding in reticulocyte lysate | Rabbit reticulocyte lysate, luciferase refolding luminescence, 3 h | inhibition, % at 5.6 µM | 0.91% of 290,000 active | AID 1789;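 active means inhibition above the screen-wide mean plus 3 SD, computed separately per campaign, cut at about 16% in these data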;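 further: 0% = DMSO wells and 100% = 60 µM geldanamycin wells; inhibitors lower the luminescence because luciferase stays unfolded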
DYRK1A inh = Dyrk1A (rat) kinase inhibition; Q63470; 0.43% of 310,000 active; inhibition, % at 12.5 µM; AID 504441; ADP-Glo luminescence, NFATc1 peptide; in the data active means inhibition above about 50%;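 further: plate controls were vehicle with enzyme for no effect and no enzyme for full effect; many of its hits are not listed in these tables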
IEC-6 tox = IEC-6 cytotoxicity, counter-screen for KLF5 inhibitors | luminescence viability | inhibition, % at 5 µM | 0.78% of 290,000 active; in the data active means inhibition above about 22%;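 further: 0% = plate median of test compound wells and 100% = cytotoxic reference compound wells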
aSyn UTR inh = MLPCN primary screen, SNCA 5' untranslated region. alpha-synuclein 5'UTR reporter, inhibitor activity. inhibition, % (tested at 7.5 µM). 0.82% of 300,000 active. AID 1813; in the data active means inhibition above about 60%;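 further: H4 neuroglioblastoma cells stably carrying SNCA 5'UTR luciferase fusion; 0% = DMSO wells and 100% = positive control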
* = called active by the depositor.

Results for Cc1ccc(NC(=O)CSc2n[nH]c(-c3ccncc3)n2)cc1 ?
HSF1 inh: -2; GSK3beta inhib: 1; Platelet DG rel: 1; HSF-1 act: 3; GSK3A inh: 3; KLF5 inhibitor: -18; HSP90 refold inh: -3; DYRK1A inh: -2; IEC-6 tox: -3; aSyn UTR inh: -8

How did CCOCCn1c(CN2CCc3ccccc3C2)nc2c1c(=O)n(C)c(=O)n2C do in these assays?
HSF1 inh: 10; GSK3beta inhib: 8; Platelet DG rel: 1; HSF-1 act: -4; GSK3A inh: 0; KLF5 inhibitor: -33; HSP90 refold inh: 2; DYRK1A inh: -1; IEC-6 tox: 2; aSyn UTR inh: 20

What do the screens show for `CN(C)C=NC(=O)c1cc(C(=O)c2ccc(F)cc2)c[nH]1`?
HSF1 inh: -2; GSK3beta inhib: -5; Platelet DG rel: 6; HSF-1 act: 7; GSK3A inh: 8; KLF5 inhibitor: 8; HSP90 refold inh: 1; DYRK1A inh: -3; IEC-6 tox: 2; aSyn UTR inh: -59

Results for COc1cccc(NC(=O)CN(C)C(=O)c2ccc(-c3ccccc3Cl)o2)c1 ?
HSF1 inh: 10; GSK3beta inhib: -2; Platelet DG rel: 7; HSF-1 act: 12; GSK3A inh: -1; KLF5 inhibitor: 4; HSP90 refold inh: 3; DYRK1A inh: 4; IEC-6 tox: -3; aSyn UTR inh: 5

Results for CC(=O)N1CCN(c2ccccc2NC(=O)c2cc3ccccc3o2)CC1 ?
HSF1 inh: 2; GSK3beta inhib: -3; Platelet DG rel: 2; HSF-1 act: -6; GSK3A inh: -2; KLF5 inhibitor: -3; HSP90 refold inh: 3; DYRK1A inh: 11; IEC-6 tox: 2; aSyn UTR inh: -2

Results for Cc1ccc(/C=C(\CCC(=O)O)c2nc3ccccc3s2)cc1[N+](=O)[O-] ?
HSF1 inh: 12; GSK3beta inhib: -2; Platelet DG rel: -5; HSF-1 act: 45; GSK3A inh: -1; KLF5 inhibitor: -11; HSP90 refold inh: -5; DYRK1A inh: 9; IEC-6 tox: -9; aSyn UTR inh: -12

How did COc1ccc(C)cc1N(C(=O)COc1cccc(F)c1)c1nc2ccccc2s1 do in these assays?
HSF1 inh: 3; GSK3beta inhib: 0; Platelet DG rel: 3; HSF-1 act: 7; GSK3A inh: -2; KLF5 inhibitor: -37; HSP90 refold inh: 1; DYRK1A inh: 3; IEC-6 tox: -2; aSyn UTR inh: -110

How did CC(C)CSc1nc(N2CCOCC2)c2c(c1C#N)CC(C)(C)SC2 do in these assays?
GSK3A inh: -3; KLF5 inhibitor: -8; HSP90 refold inh: 1; DYRK1A inh: 0; IEC-6 tox: 2

What do the screens show for `Cc1ccccc1NC(=S)N(CCCN1CCOCC1)Cc1ccccn1`?
HSF1 inh: -2; GSK3beta inhib: 2; Platelet DG rel: -7; HSF-1 act: -15; GSK3A inh: -2; KLF5 inhibitor: -21; HSP90 refold inh: 6; DYRK1A inh: 1; IEC-6 tox: -3; aSyn UTR inh: -6

How did CCC(CC)c1nnc(NC(=O)Cc2ccccc2[N+](=O)[O-])s1 do in these assays?
HSF1 inh: 5; GSK3beta inhib: 0; Platelet DG rel: -8; HSF-1 act: 22; GSK3A inh: 1; KLF5 inhibitor: -15; HSP90 refold inh: -3; DYRK1A inh: -1; IEC-6 tox: 8; aSyn UTR inh: -15

What do the screens show for `CC(=O)COc1ccc2c(-c3cccc([N+](=O)[O-])c3)cc(=O)oc2c1`?
HSF1 inh: 0; GSK3beta inhib: 0; Platelet DG rel: -6; HSF-1 act: 8; GSK3A inh: -1; KLF5 inhibitor: 8; HSP90 refold inh: 2; DYRK1A inh: 1; IEC-6 tox: -6; aSyn UTR inh: 21

Results for COC(=O)C1CCN(Cc2cc(=O)oc3cc(C)c(Cl)cc23)CC1 ?
HSF1 inh: -3; GSK3beta inhib: 1; Platelet DG rel: 0; HSF-1 act: 0; GSK3A inh: 0; KLF5 inhibitor: -6; HSP90 refold inh: 1; DYRK1A inh: 0; IEC-6 tox: -2; aSyn UTR inh: 17

What do the screens show for `Cc1cc(NC(=O)CSc2nnc(CNC(=O)c3ccccc3)o2)no1`?
HSF1 inh: -1; GSK3beta inhib: -6; Platelet DG rel: 6; HSF-1 act: -24; GSK3A inh: -3; KLF5 inhibitor: -11; HSP90 refold inh: 4; IEC-6 tox: 3; aSyn UTR inh: 12

Results for COc1cccc(NC(=O)CN2C(=O)CSc3ccc(S(=O)(=O)N4CCOCC4)cc32)c1 ?
HSF1 inh: -1; GSK3beta inhib: -3; Platelet DG rel: -4; HSF-1 act: -3; GSK3A inh: 1; KLF5 inhibitor: -13; HSP90 refold inh: -2; DYRK1A inh: 5; IEC-6 tox: 1; aSyn UTR inh: 18

Results for CCCCc1nc(C(N)=O)c2[nH]c(=O)n(-c3ccccc3F)c2n1 ?
HSF1 inh: -10; GSK3beta inhib: -3; Platelet DG rel: -3; HSF-1 act: 0; GSK3A inh: 2; KLF5 inhibitor: 0; HSP90 refold inh: 1; DYRK1A inh: -3; IEC-6 tox: 2; aSyn UTR inh: 10

Gathered by group, the entries above with a furan ring, fused or not (two)
Results for COc1cccc(NC(=O)CN(C)C(=O)c2ccc(-c3ccccc3Cl)o2)c1 ?
HSF1 inh: 10; GSK3beta inhib: -2; Platelet DG rel: 7; HSF-1 act: 12; GSK3A inh: -1; KLF5 inhibitor: 4; HSP90 refold inh: 3; DYRK1A inh: 4; IEC-6 tox: -3; aSyn UTR inh: 5

Results for CC(=O)N1CCN(c2ccccc2NC(=O)c2cc3ccccc3o2)CC1 ?
HSF1 inh: 2; GSK3beta inhib: -3; Platelet DG rel: 2; HSF-1 act: -6; GSK3A inh: -2; KLF5 inhibitor: -3; HSP90 refold inh: 3; DYRK1A inh: 11; IEC-6 tox: 2; aSyn UTR inh: -2

New compounds follow
How did Cc1cc(C)cc(NC(=O)CSc2ncc(S(=O)(=O)c3ccccc3)c(=O)[nH]2)c1 do in these assays?
HSF1 inh: -10; GSK3beta inhib: 3; Platelet DG rel: 18; HSF-1 act: -4; GSK3A inh: -5; KLF5 inhibitor: -8; HSP90 refold inh: -1; IEC-6 tox: 7; aSyn UTR inh: 7

What do the screens show for `CCN(CC)S(=O)(=O)c1cccc(NC(=O)/C=C/c2cccc([N+](=O)[O-])c2)c1`?
HSF1 inh: 5; GSK3beta inhib: -1; Platelet DG rel: 1; HSF-1 act: -1; GSK3A inh: 1; KLF5 inhibitor: -1; HSP90 refold inh: 4; DYRK1A inh: 1; IEC-6 tox: 8; aSyn UTR inh: 26

How did CC(C)(C)c1ccc(NC(=O)N2CCN(c3ccc([N+](=O)[O-])cn3)CC2)cc1 do in these assays?
HSF1 inh: -7; GSK3beta inhib: 2; Platelet DG rel: 3; HSF-1 act: -10; GSK3A inh: -2; KLF5 inhibitor: 3; HSP90 refold inh: 2; IEC-6 tox: 8; aSyn UTR inh: 13

What do the screens show for `COCCNC(=O)c1cc2sc3ccccc3c2s1`?
HSF1 inh: 23; GSK3beta inhib: 3; Platelet DG rel: -6; HSF-1 act: 2; GSK3A inh: 0; KLF5 inhibitor: -101; HSP90 refold inh: 1; DYRK1A inh: 1; IEC-6 tox: 0; aSyn UTR inh: -175

How did CCOC(=O)c1c(NC(=O)CSc2nnc(-c3ccccc3)n2CC)sc(C(C)=O)c1C do in these assays?
HSF1 inh: -3; GSK3beta inhib: -2; Platelet DG rel: 2; HSF-1 act: 15; GSK3A inh: -1; KLF5 inhibitor: -14; HSP90 refold inh: 4; DYRK1A inh: 10; IEC-6 tox: 0; aSyn UTR inh: 26

What do the screens show for `O=C(CSC1=Nc2ccccc2C2=NC(CC(=O)NC3CCCCC3)C(=O)N12)NCc1ccco1` (stereo unspecified)?
HSF1 inh: -3; GSK3beta inhib: -3; Platelet DG rel: 6; HSF-1 act: 0; GSK3A inh: -2; KLF5 inhibitor: -14; HSP90 refold inh: -2; DYRK1A inh: 2; IEC-6 tox: 1; aSyn UTR inh: 18

Results for Cc1cccc(NC(=O)c2cccc3c2C(=O)c2ccccc2-3)c1 ?
HSF1 inh: -13; GSK3beta inhib: 1; Platelet DG rel: -2; HSF-1 act: -16; GSK3A inh: -2; KLF5 inhibitor: -28; HSP90 refold inh: 1; DYRK1A inh: -1; IEC-6 tox: 7; aSyn UTR inh: -27

What do the screens show for `CCOC(=O)c1cnc(SC)nc1Nc1cccc(F)c1`?
HSF1 inh: -4; GSK3beta inhib: -4; Platelet DG rel: 9; HSF-1 act: -21; GSK3A inh: 1; KLF5 inhibitor: -13; HSP90 refold inh: 1; DYRK1A inh: -5; IEC-6 tox: -6; aSyn UTR inh: -32

How did CCOC(=O)C1CCCN(CC(=O)Nc2nccs2)C1 (stereo unspecified) do in these assays?
HSF1 inh: 4; GSK3beta inhib: 0; Platelet DG rel: -6; HSF-1 act: 7; GSK3A inh: 1; KLF5 inhibitor: -67; HSP90 refold inh: 3; DYRK1A inh: 15; IEC-6 tox: 3; aSyn UTR inh: 6

How did Cc1c(Cl)cccc1NC(=O)[C@@]1(CC(=O)O)CC(/C=C/c2ccccc2)=NO1 do in these assays?
HSF1 inh: 4; GSK3beta inhib: 2; Platelet DG rel: 2; HSF-1 act: 20; GSK3A inh: -5; KLF5 inhibitor: -15; HSP90 refold inh: 1; DYRK1A inh: -7; IEC-6 tox: -3; aSyn UTR inh: 16

How did COc1cc2c(cc1OC)C(C1(O)CCCCC1)NCC2 (stereo unspecified) do in these assays?
HSF1 inh: -10; GSK3beta inhib: -3; Platelet DG rel: 5; HSF-1 act: -4; GSK3A inh: -1; KLF5 inhibitor: -22; HSP90 refold inh: 0; DYRK1A inh: 1; IEC-6 tox: 0; aSyn UTR inh: 4

What do the screens show for `Cc1nnc(NC2CCCCC2)[nH]c1=O`?
HSF1 inh: -5; GSK3beta inhib: -1; Platelet DG rel: -6; HSF-1 act: 1; GSK3A inh: -4; KLF5 inhibitor: -23; HSP90 refold inh: 0; DYRK1A inh: -3; IEC-6 tox: 1; aSyn UTR inh: 0

What do the screens show for `CC(=O)Nc1c2c(nn1-c1ccc(C)cc1)CSC2`?
HSF1 inh: 3; GSK3beta inhib: -3; Platelet DG rel: 6; HSF-1 act: 8; GSK3A inh: 2; KLF5 inhibitor: -27; HSP90 refold inh: -6; DYRK1A inh: 3; IEC-6 tox: -5; aSyn UTR inh: -18

How did Cn1cnnc1SCc1nc(N)nc(Nc2ccccc2)n1 do in these assays?
HSF1 inh: 11; GSK3beta inhib: -24; Platelet DG rel: -3; HSF-1 act: 21; GSK3A inh: 5; KLF5 inhibitor: -12; HSP90 refold inh: -1; DYRK1A inh: -12; IEC-6 tox: -4; aSyn UTR inh: -28

What do the screens show for `CO/N=C(\c1ccccc1)c1cccnc1`?
HSF1 inh: 2; GSK3beta inhib: -1; Platelet DG rel: 0; HSF-1 act: -2; GSK3A inh: 0; KLF5 inhibitor: -43; HSP90 refold inh: 1; DYRK1A inh: -6; IEC-6 tox: 2; aSyn UTR inh: 13

What do the screens show for `CC1(C)NC(=O)N(CC(O)CN(c2ccccc2)S(=O)(=O)c2ccccc2)C1=O` (stereo unspecified)?
HSF1 inh: -4; GSK3beta inhib: 1; Platelet DG rel: -1; HSF-1 act: 7; GSK3A inh: -3; KLF5 inhibitor: -15; HSP90 refold inh: -4; DYRK1A inh: 4; IEC-6 tox: -6; aSyn UTR inh: 6

Only part of the results is shown; the hit share may differ from the screen's.
